Bioassay records from PubChem.
TRPV1 ag – agonists of human vanilloid receptor 1 (TRPV1). AID 540275. activation, % at 8.33 µM. Q8NER1. 320,000 tested, 0.19% active. TRPV1-expressing cells, Fluo-8 calcium influx, agonist mode; in the data active means activation above about 80%; inconclusive means between about 30% and that limit; further: 0% is about no effect
Target sequence (Q8NER1 whole entry, looked up): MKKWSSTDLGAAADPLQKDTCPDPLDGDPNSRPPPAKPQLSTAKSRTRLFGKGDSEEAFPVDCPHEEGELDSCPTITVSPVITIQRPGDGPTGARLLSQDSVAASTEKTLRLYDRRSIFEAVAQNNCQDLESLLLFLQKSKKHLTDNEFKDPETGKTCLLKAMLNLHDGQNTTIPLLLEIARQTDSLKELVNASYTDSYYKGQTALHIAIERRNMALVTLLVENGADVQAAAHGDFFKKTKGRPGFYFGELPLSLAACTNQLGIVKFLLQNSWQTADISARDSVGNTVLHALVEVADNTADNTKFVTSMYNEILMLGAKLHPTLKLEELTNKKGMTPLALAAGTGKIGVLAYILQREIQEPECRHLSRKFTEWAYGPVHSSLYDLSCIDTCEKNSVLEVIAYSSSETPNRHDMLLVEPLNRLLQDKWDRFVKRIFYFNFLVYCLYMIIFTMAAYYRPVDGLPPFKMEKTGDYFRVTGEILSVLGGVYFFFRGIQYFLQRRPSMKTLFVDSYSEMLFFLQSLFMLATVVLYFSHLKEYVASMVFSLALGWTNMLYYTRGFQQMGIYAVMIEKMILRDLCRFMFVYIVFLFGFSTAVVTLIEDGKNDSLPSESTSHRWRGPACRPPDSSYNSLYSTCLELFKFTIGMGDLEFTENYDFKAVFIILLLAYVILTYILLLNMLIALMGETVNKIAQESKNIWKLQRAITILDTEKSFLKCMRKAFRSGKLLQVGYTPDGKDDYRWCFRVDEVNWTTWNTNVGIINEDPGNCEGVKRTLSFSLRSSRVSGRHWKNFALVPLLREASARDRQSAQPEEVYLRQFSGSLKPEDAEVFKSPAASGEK
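Fluo-8 calcium influx in TRPV1-expressing cells, kinetic read (ex 480/em 520 nm). Compound added and read 3 min for agonist activity, followed by capsaicin at EC20 final and 2 min further read for enhancement.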
Coupling enz – inhibits coupling enzyme system, counter-screen for aldolase hits; coupling enzyme system counterscreen, AmpLite Red fluorescence; activity change, negative = inhibition, % at 58.2 µM, hits read low; 290,000 tested, 0.67% active; AID 2472; in the data active means activity change below about -30%; further: on the % scale 0 is the no-effect control and ±100 the full control effect
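Compounds tested against the coupling enzymes alone at 57.5 uM final; readout was AmpLite Red fluorescence (525/598 nm) after 20 min at RT.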
ASM inhibitor – blocks human secretory acid sphingomyelinase; P17405; placental ASM, HMU-PC fluorogenic substrate, 60 min; Potency, µM (highest dose often 57.5 µM), without a hit: top-dose activity change, negative = inhibition, usual class: inhibitors; 340,000 tested, 0.006% active; AID 504937; further: potency means the concentration at half of the fitted maximal effect
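Fluorogenic HMU-PC substrate (9 uM final) is turned over by placental ASM in 60 min at 37 C after a 10 min compound preincubation. Reaction ended by alkaline stop (pH 10), with fluorescence read at 386/447 nm.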
MLL CXXC-DNA inh – inhibitors of human MLL CXXC domain-DNA interaction | Potency, µM (top dose mostly 115 µM), for the others: at the top dose activity change, negative = inhibition, usual class: inhibitors | Q03164 | 290,000 tested, 0.037% active | MLL-CXXC / FITC-HOXA9 DNA fluorescence polarization; active means well fitted inhibition curve with a large enough effect in the polarisation, with a control signal flat, not every such curve was filed as active; inconclusive means small, poorly fitted or top-dose-only effect, or effect the other way, or a change in a side signal; inactive means no such curve, though single readings can be large or run the other way; the % refers to the polarisation; further: potency means the concentration at half of the fitted maximal effect
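Fluorescence polarization: 7 uM MLL-CXXC (stock) preincubated 5 min with compounds, then 50 nM fluorescein-HOX-A9 DNA (stock) added; 30 min ambient. Buffer 50 mM Tris-HCl pH 7.5, 50 mM NaCl, 1 mM DTT, 0.05% BSA.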
hERG WT inh – blocks the wildtype human KCNH2 potassium channel. Q12809. U2OS, BacMam KCNH2, thallium flux FluxOr; stronger effect = lower value. activity change, % at 1.84 µM. 340,000 tested, 0.37% active. AID 720551;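 active means maximum activity change below -70%; inconclusive means maximum activity change between -70% and -50%; inactive means maximum activity change above -50%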; further: on the % scale 0 is the no-effect control and ±100 the full control effect
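U2OS cells transduced with wild-type KCNH2 virus are loaded with FluxOr dye for 45 min, and thallium flux is measured in kinetic reads before and after stimulation buffer. Rate constants are normalized to DMSO controls.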
MBNL1 CUG block – blocks human MBNL1 binding to CUG repeat RNA | Q9NR56 | TR-FRET MBNL1-His/biotin-(CUG)12 binding, 665/545 ratio | Potency, µM (highest dose often 57.5 µM), for inactives: at the highest dose activity change, negative = inhibition, actives largely listed as inhibitors | 280,000 tested, 0.036% active | AID 2675; active means well fitted inhibition curve with a large enough effect in the signal ratio, with a control signal flat, not every such curve was filed as active; inconclusive means small, poorly fitted or top-dose-only effect, or effect the other way, or a change in a side signal; inactive means no such curve, though single readings can be large or run the other way; the % refers to the signal ratio; further: potency means the concentration at half of the fitted maximal effect; on the % scale 0 is the no-effect control and ±100 the full control effect
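TR-FRET readout: Ex 340 nm, 665/545 nm emission ratio, normalized to buffer-only (basal) and MBNL1-(CUG)12 controls. Complex of MBNL1-His with Biotin-(CUG)12, compounds 92 nM–58 uM, incubated 60 min at room temperature.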
a7 integrin act – activates integrin-mediated alleviation for muscular dystrophy; Potency, µM (series often up to 38.3 µM), for inactives: top-dose activation, most hits filed as activators; AID 624291; alpha7betagal myoblasts, beta-gal FDG fluorescence, 48 h; 350,000 tested, 0.064% active;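 further: potency means the concentration at half of the fitted maximal effect; 100% = response of the positive control SU9516; nearly all actives have a fitted effect of over 60% in size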
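alpha7betagal+/- myoblasts (passage 13, 250/well) treated 48 h at 37C with compounds at 1:260 dilution of DMSO stock. Lysed, then beta-galactosidase activity read as FDG fluorescence (ex 480/em 540) after 30 min, with pre-read for autofluorescence.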
KCNH2 3.1 block – inhibitors of human KCNH2 3.1 potassium channel isoform; U2OS KCNH2 3.1, thallium flux FluxOr; stronger effect = lower value; 340,000 tested, 0.95% active; activity change, % (tested at about 1.8 µM);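 active means maximum activity change below -70%; inconclusive means maximum activity change from -70% to -50%; inactive means maximum activity change above -50%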;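 further: thallium influx rate constant from kinetic fluorescence after stimulation buffer; on the % scale 0 is the no-effect control and ±100 the full control effect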
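Normalized rate constant (relative to positive and negative DMSO controls) derived from a 2 min kinetic fluorescence read after stimulation; U2OS cells expressing the 3.1 isoform via virus at 1.77 x 10^8 /mL.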
A-T KAP1 phos – potential ataxia-telangiectasia treatment; Potency, µM (top dose mostly 57.5 µM), inactives show at the top dose activation, usual class: activators; 320,000 tested, 0.19% active; […] A-T fibroblasts, KAP-1 phosphorylation AlphaLISA; neocarzinostatin DNA damage 30 min before lysis; further: potency means the concentration at half of the fitted maximal effect; % of control where 0% means no effect; nearly all actives have a fitted effect of over 45% in size
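hTERT-immortalized A-T patient fibroblasts ([…]), 500 cells/well in OPTI-MEM, 1% FBS, got compounds for 60 min, then NCS for 30 min at 37C. Lysates were then assayed for phospho-KAP-1 by AlphaLISA (anti-pKAP1 donor, anti-KAP1 acceptor beads), 6 hr at 25C.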
GALK inhibitor – inhibitors of human galactokinase; Purified GALK, Kinase-Glo residual ATP luminescence; 270,000 tested, 0.007% active; Potency, µM (highest dose often 57.5 µM), for the others: at the highest dose activity change, negative = inhibition, most hits filed as inhibitors; P51570; further: potency means the concentration at half of the fitted maximal effect; on the % scale 0 is the no-effect control and ±100 the full control effect
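The enzyme phosphorylates galactose (100 uM) using ATP (35 uM); inhibition is detected as higher residual ATP, quantified by bioluminescence after 1 h reaction at room temperature, pH 8.0.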
Active calls of the source: *; ? = inconclusive; . = no result given; [ ] = another dose, or the depositor's remark. Unless noted, the call rests on the fitted dose curve; in most records, active means well fitted curve in the direction sought with a large enough effect; inconclusive means small, poorly fitted or top-dose-only effect, or another doubt; inactive means no such curve, though single readings can be large; an effect the other way counts as inactive or inconclusive.

SMILES	TRPV1 ag	Coupling enz	ASM inhibitor	MLL CXXC-DNA inh	hERG WT inh	MBNL1 CUG block	a7 integrin act	KCNH2 3.1 block	A-T KAP1 phos	GALK inhibitor
O=C(NC(=S)NCC1CCCO1)c1ccco1 (stereo not drawn)	1.4	-2.7	4.1%	-5.4%	-4.8	-5.5%	-11.5%	2.8	-3.5%	-0.2%
CCCC(C(=O)NC1CCCC1)N(Cc1ccccc1Cl)C(=O)c1snc(C(N)=O)c1N (stereo not drawn)	10.3	-2.5	147.8%[activator]	-7.2%	-5.5	-4.8%	6.2%	-36.3	2.6%	-5.3%
CC(CCc1ccco1)NC(=O)c1cc2c(-c3ccccc3F)nn(C)c2s1 (stereo not drawn)	-0.2	-0.4	-10.3%	-7.6%	6.1	-7.8%	-7.3%	-26.0	1.5%	0.9%
O=C(Cn1nnc(-c2ccc(Cl)cc2)n1)NCc1ccco1	21.0	0.4	-0.4%	23.2%	.	-0.7%	0.0%	-10.0	1.6%	1.3%
O=C(C1=C(O)C(=O)N(CCOCCO)C1c1cccc([N+](=O)[O-])c1)c1cccs1 (stereo not drawn)	-0.2	7.9	0.2%	-5.2%	-1.5	?	-7.2%	5.7	-16.5%	4.1%
CCOC(=O)N1CCN(C(=O)CN(c2ccc(Cl)c(C(F)(F)F)c2)S(C)(=O)=O)CC1	-0.8	-0.2	-0.3%	3.6%	-7.2	7.0%	-12.8%	-0.7	6.4%	6.0%
Cc1cc(NC(=O)c2cccc(F)c2)no1	-1.7	-0.4	0.2%	-6.5%	0.9	-14.0%	-17.0%	9.4	0.7%	-2.1%
COc1ccccc1-c1nc(-c2ccc(Br)cc2)no1	2.3	-0.7	-1.3%	-2.8%	1.4	-4.1%	-3.1%	11.5	23.5%	2.7%
Cc1ccc(CN(Cc2ccccc2)C(=S)Nc2ccccc2C)o1	7.2	4.6	-8.6%	5.1%	5.0	-3.6%	-20.7%	-12.4	2.6%	5.4%
CC(=O)N1CCN(C(=O)c2oc3ccccc3c2C)CC1	-7.9	.	1.7%	55.2%[activator]	20.6	-11.5%	5.9%	7.3	5.8%	-6.3%
O=C(CCC(NC(=O)OCc1ccccc1)C(=O)O)OCc1ccccc1 (stereo not drawn)	1.5	7.3	2.9%	-0.6%	-19.9	-5.7%	-21.9%	-25.3	14.3%	.
CC(=O)Nc1ccc(-c2sc(Nc3cccc4ccccc34)n[n+]2-c2ccccc2)cc1	1.5	-0.8	-9.3%	?	-5.6	46.2%[activator]	15.4%	-15.7	-1.1%	.
COc1ccc(/C=N/N=C2\SC(CC(=O)O)C(=O)N2c2ccccc2)c(OC)c1 (stereo not drawn)	0.0	7.4	8.2%	8.0%	-3.1	9.6%[11.5 µM]	0.4%	-0.9	-1.5%	.
Cc1nn(CC(=O)N2CCCC2)c(=O)c2nn(-c3ccccc3)c(C)c12	0.7	-0.5	-0.4%	-1.5%	1.0	1.1%	?	1.7	0.7%	-1.8%
O=C(CCN1C(=O)/C(=C/c2ccc(Cl)cc2)SC1=S)Nc1ccc(C(=O)O)cc1	-2.1	4.4	-0.4%	-8.2%	-10.1	7.4%	-22.0%	1.0	-10.3%	-0.1%
CCc1nn2c(=O)cc(COc3ccc(/C=C4\C(=N)N5N=C(CC(C)C)SC5=NC4=O)cc3)nc2s1	-0.7	1.2	-2.3%	-20.1%	4.1	-9.6%	25.2%	-5.1	0.0%	4.6%
COc1ccc(Oc2cn[nH]c2-c2ccc(OC)cc2O)cc1	6.4	-2.1	-2.9%	3.2%	-2.8	-3.7%	4.1%	0.2	-7.9%	6.0%
O=C(Nc1ccncc1)C1CCC(CNS(=O)(=O)c2cccc3nsnc23)CC1 (stereo not drawn)	10.5	-3.5	2.1%	-20.2%	-2.5	?	?	-27.8	0.0%	.
CCOc1ccc(Br)cc1S(=O)(=O)Nc1ccc(S(=O)(=O)Nc2cc(C)on2)cc1	.	.	-7.4%	.	2.3	.	-18.9%	-0.4	3.8%	.
Cc1c(NC(=O)NCCN2C(=O)C3C4C=CC(C4)C3C2=O)c(=O)n(-c2ccccc2)n1C (stereo not drawn)	.	-0.8	7.2%	-5.1%	-4.8	-5.3%	0.0%	4.4	-1.3%	2.8%
Cc1c(C(=O)Nc2nnc(C(F)(F)F)s2)oc2ccccc12	-4.3	-13.6	5.4%	-1.6%	-5.3	9.3%	?	1.6	6.1%	1.0%
CCc1nnc(NC(=O)Cn2nc(-c3ccc(OC)c(OC)c3)ccc2=O)s1	-4.9	7.7	5.3%	-8.5%	-11.2	15.1%	-6.8%	2.7	.	-1.0%
Cc1cc(NC(=O)CSc2ccc3nnc(-c4ccc(Cl)cc4)n3n2)no1	-4.9	1.1	-2.4%	-2.0%	-6.3	.	-9.2%	0.1	.	1.1%
CC(=O)N(CC1CCCO1)c1nnc(-c2ccccn2)s1 (stereo not drawn)	0.5	-1.0	3.4%	-2.0%	-6.0	1.8%	18.2%	11.2	0.8%	0.0%
Cc1ccc(-n2[nH]c(C)c(C=Nc3ccc(S(=O)(=O)Nc4nccs4)cc3)c2=O)cc1	0.5	-0.6	.	-1.0%	.	.	.	.	10.3%	-0.3%

Following part
SMILES	TRPV1 ag	Coupling enz	ASM inhibitor	MLL CXXC-DNA inh	hERG WT inh	MBNL1 CUG block	a7 integrin act	KCNH2 3.1 block	A-T KAP1 phos	GALK inhibitor
Cc1coc2cc3oc(=O)c(CC(=O)N4C[C@H]5C[C@@H](C4)c4cccc(=O)n4C5)c(C)c3cc12	1.2	0.6	22.9%	1.7%	0.5	-10.6%	-24.0%	7.9	-3.6%	.
CCN(CC)S(=O)(=O)c1ccc(-c2nnc(SCC(=O)Nc3cc(OC)cc(OC)c3)o2)cc1	1.3	-1.2	-5.3%	-3.3%	6.9	3.4%	-7.1%	-3.0	5.1%	-2.4%
CCCCC(=O)Nc1c2c(nn1-c1cccc(C)c1C)CS(=O)(=O)C2	-2.3	4.1	5.7%	10.0%	-14.8	-8.6%	21.1%	0.8	-8.7%	1.4%
CCn1c(O)c(N=NC(=O)C2C(=O)NCC2c2ccccc2)c2ccccc21 (stereo not drawn)	2.6	-3.1	-2.4%	15.3%	-10.5	?	11.0%	-1.0	-0.4%	0.1%
O=C(CSc1nnc2c(n1)[nH]c1ccccc12)Nc1ccc2c(c1)OCO2	13.2	0.5	-1.7%	11.8%	-7.4	16.6%	4.7%	6.0	3.9%	0.6%
CCCCCn1c(=O)[nH]c2cc(C(=O)NCCN3CCC(C)CC3)ccc2c1=O	1.2	-0.7	44.3%[activator]	-2.6%	7.6	-3.7%	8.2%	-19.8	-3.8%	16.2%
O=C(Nc1ccccc1Cl)c1cc2ccccc2o/c1=N\O	11.4	-1.4	-4.4%	0.8%	9.0	-8.6%	-27.0%	-10.0	-5.2%	2.5%
O=C(NCCc1ccccc1)C1CCN(C(=O)c2sccc2-n2cccc2)CC1	0.6	3.9	1.2%	7.9%	-2.2	?	2.3%	-2.2	5.8%	0.3%
Cc1cccc(Nc2nc(N)c([N+](=O)[O-])c(NCc3ccco3)n2)c1	-1.9	2.4	?	-0.6%	3.3	8.9%	7.4%	-14.5	-1.5%	-0.3%
CC1(C)CC(=O)C2=C(C1)N(c1cccc(O)c1)C1=C(C2)C(=O)CC(C)(C)C1	-1.1	-36.1*	45.4%[activator]	-27.2%	22.1	?	21.4%	11.0	5.7%	1.9%
O=C(CSc1n[nH]c(=O)n1-c1ccccc1)Nc1ccccc1C(F)(F)F	0.6	0.1	1.4%	0.0%	2.2	3.9%	-5.8%	12.5	1.0%	-1.3%
Cc1ccc(C#N)c(SCCN2CCCCC2)n1	2.3	3.7	22.8%	-1.4%	2.1	0.6%	-36.3%	24.2	0.6%	10.8%
O=C(COC(=O)c1ccc(O)cc1O)Nc1cc(-c2ccccc2)nn1-c1ccccc1	3.3	.	?	.	-0.4	.	6.6%	-36.1	-2.4%	.
O=c1nc(-c2ccccc2)c(-c2ccccc2)n[nH]1	-0.1	7.8	-2.6%	17.4%	-1.1	?	12.1%	2.1	7.6%	1.8%
COc1ccc2nc(SC(C)C(=O)NC3CCCCC3)[nH]c2c1 (stereo not drawn)	?	.	2.5%	.	-5.6	.	-0.1%	15.7	9.2%	.

Two entries from above, with bars between the fields:
SMILES | TRPV1 ag | Coupling enz | ASM inhibitor | MLL CXXC-DNA inh | hERG WT inh | MBNL1 CUG block | a7 integrin act | KCNH2 3.1 block | A-T KAP1 phos | GALK inhibitor
O=C(COC(=O)c1ccc(O)cc1O)Nc1cc(-c2ccccc2)nn1-c1ccccc1 | 3.3 | . | ? | . | -0.4 | . | 6.6% | -36.1 | -2.4% | .
Cc1cccc(Nc2nc(N)c([N+](=O)[O-])c(NCc3ccco3)n2)c1 | -1.9 | 2.4 | ? | -0.6% | 3.3 | 8.9% | 7.4% | -14.5 | -1.5% | -0.3%
